GCN5L2 inh – GCN5L2 (KAT2A) acetyltransferase inhibition. Q92830. GCN5L2 HAT assay, ThioGlo1 CoA-SH fluorescence. Potency, µM (titrated, usually from 58.9 µM), for inactives: at the highest dose activity change, negative = inhibition, usual class: inhibitors. 0.21% of 390,000 active
Target sequence (Q92830 whole entry, looked up): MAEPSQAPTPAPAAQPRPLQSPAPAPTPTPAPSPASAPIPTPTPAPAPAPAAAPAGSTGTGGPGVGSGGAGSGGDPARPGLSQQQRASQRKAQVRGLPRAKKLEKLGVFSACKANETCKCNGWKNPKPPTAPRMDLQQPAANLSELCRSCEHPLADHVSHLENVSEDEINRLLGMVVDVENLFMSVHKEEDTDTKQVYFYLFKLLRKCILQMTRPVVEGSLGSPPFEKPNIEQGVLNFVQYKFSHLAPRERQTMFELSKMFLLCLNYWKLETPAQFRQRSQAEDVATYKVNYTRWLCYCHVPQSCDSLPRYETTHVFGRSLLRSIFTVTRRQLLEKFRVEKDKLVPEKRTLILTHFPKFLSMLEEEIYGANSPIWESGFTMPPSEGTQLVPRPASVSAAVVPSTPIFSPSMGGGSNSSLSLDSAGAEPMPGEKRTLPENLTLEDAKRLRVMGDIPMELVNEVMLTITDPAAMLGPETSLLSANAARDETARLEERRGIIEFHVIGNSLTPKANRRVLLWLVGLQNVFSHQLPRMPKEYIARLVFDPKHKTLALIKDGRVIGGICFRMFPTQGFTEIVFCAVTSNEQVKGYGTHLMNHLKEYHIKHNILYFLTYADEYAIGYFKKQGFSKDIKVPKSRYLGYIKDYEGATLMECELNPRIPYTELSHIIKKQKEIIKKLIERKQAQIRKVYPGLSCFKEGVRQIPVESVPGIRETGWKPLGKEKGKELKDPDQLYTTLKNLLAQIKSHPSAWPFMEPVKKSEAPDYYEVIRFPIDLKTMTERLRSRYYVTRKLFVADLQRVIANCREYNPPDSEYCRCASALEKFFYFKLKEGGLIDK
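ThioGlo1-coupled HAT assay: 20nM GCN5L2, 70uM acetyl-CoA, 75uM H3(1-25) peptide, pH 7.5. Fluorescence read at 340/540nm at start and after 20 min at room temperature.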
DT40 TDP1 no CPT – qHTS for Inhibitors of human tyrosyl-DNA phosphodiesterase 1 (TDP1): qHTS in cells in absence of CPT. Potency, µM (doses to about 46.2 µM), inactives show top-dose activity change, negative = growth inhibition, actives largely listed as inhibitors. 15% of 420,000 active. AID 686978, 2013. DT40 Tdp1-/- hTDP1 cells, no CPT, ATP luminescence, 48 h; further: nearly all actives have a fitted effect of over 55% in size
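Readout: luminescence from CellTiter-Glo after 30 min in the dark at RT. Cells: DT40 Tdp1-/- with stable hTDP1, 400/well. Exposure: compounds alone, ≥48 hr, 37 °C.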
TDP1 cell CPT – DT40-hTDP1 cell growth loss with CPT. chicken DT40 Tdp1-/-;hTDP1 cells + 20 nM CPT, ATP luminescence, 48 h. Potency, µM (doses to about 46.2 µM), without a hit: top-dose activity change, negative = growth inhibition, most hits filed as inhibitors. 12% of 420,000 active. AID 686979; further: nearly all actives have a fitted effect of over 55% in size
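Chicken DT40 Tdp1-/- cells complemented with human TDP1, 400 cells/well, exposed to compounds plus 20 nM camptothecin for at least 48 h at 37 C; viability read as ATP content by CellTiter-Glo luminescence.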
* = called active by the depositor; ? = inconclusive; . = not tested or not shown; & = joins results of further samples. The call rests on the fitted dose curve; in most records, active means well fitted curve in the direction sought with a large enough effect; inconclusive means small, poorly fitted or top-dose-only effect, or another doubt; inactive means no such curve, though single readings can be large; an effect the other way counts as inactive or inconclusive. On the % scale 0 is the no-effect control and ±100 the full control effect; potency means the concentration at half of the fitted maximal effect. An excerpt. The share of hits here may be higher or lower than overall.

SMILES	GCN5L2 inh	DT40 TDP1 no CPT	TDP1 cell CPT
CCCCN(CC)CCCNC(=O)c1ccc2c(c1)N(CC)C(=O)c1ccccc1S2(=O)=O	16%	1%	-17%
CC(C)(C)C(=O)NC(=S)Nc1cc(C(=O)O)ccc1Cl	0%	-29%	-9%
CC1(C)CC(NC(=S)NCc2ccco2)CC(C)(C)N1	-11%	7%	-1%
CSc1c(CC(=O)Nc2ccccc2)n(C)c2ccccc12	-2%	?	15µM*
CN1CCN(/N=C/c2ccc(Cl)c(Cl)c2)CC1	1%	?	-14%
CC(C)[C@H](NC(=O)c1ccccc1)C(=O)OCC(=O)N1CC(=O)Nc2ccccc21	-5%	-27%	7%
CCOC(=O)c1ccccc1NC(=S)N1CCCCC1	1%	?	?
CCN(CC)C(=O)C12CC3CC(CC(Br)(C3)C1)C2	-6%	-4%	-3%
COc1cc(C(c2nnnn2C(C)(C)C)N2CCN(c3nc4ccccc4s3)CC2)ccc1O (stereo unspecified)	-16%	12µM*	15µM*
COc1cc(NC(=O)CCNS(=O)(=O)c2cc(Br)cnc2N)cc(OC)c1	-4%	2%	0%
Cc1oc2ccc(O)c(CN3CCN(C)CC3)c2c1C(=O)Nc1cccc(Cl)c1C	3%	18µM*	8.2µM*
Cc1nc2cnc(Oc3ccccc3)nc2n(Cc2cccs2)c1=O	-12%	?	?
CN1/C(=C\C=C(/C#N)C(=O)Nc2ccc(Cl)cc2)C(C)(C)c2ccccc21	-4%	?	?
Cc1ccc2nc(CN(C)C(=O)[C@H]3O[C@@H](n4ccc(=O)[nH]c4=O)[C@H](O)[C@@H]3O)[nH]c2c1	.	14%	1%
Cc1ccc(-c2cc(C(=O)NCc3ccco3)no2)cc1	4%	-18%	-2%
COc1cccc(N2CCN(C(=O)c3cccc(N4C(=O)NC5CC4(C)Oc4c(OC)cccc45)c3)CC2)c1 (stereo unspecified)	2%	6%	-6%
CCC(=O)Nc1c(C)nn(-c2ccc(C)c(C)c2)c1C	-3%	-4%	-5%
COC(=O)c1ccccc1NC(=O)NCCc1ccc(OC)c(OC)c1	1%	?	-10%
CCOC(=O)c1cnc(NCc2ccc(OC)cc2OC)c2ccccc12	-2%	?	?
CCOc1ccccc1NC(=O)CN1C(=O)COc2ccc(C)cc21	-2%	-29%	4%

3 compounds from above, reduced to TDP1 cell CPT.
Structure | TDP1 cell CPT
CCCCN(CC)CCCNC(=O)c1ccc2c(c1)N(CC)C(=O)c1ccccc1S2(=O)=O | -17%
CCOC(=O)c1cnc(NCc2ccc(OC)cc2OC)c2ccccc12 | ?
CCC(=O)Nc1c(C)nn(-c2ccc(C)c(C)c2)c1C | -5%

The list continues:
SMILES	GCN5L2 inh	DT40 TDP1 no CPT	TDP1 cell CPT
CCOC(=O)c1cc2ccccc2nc1C	-2%	-9%	-22%
Clc1cccc(CN2C3=NCCCN3c3ccccc32)c1	-32%	?	?
CCC(C)NC(=O)C1CCCCN1S(=O)(=O)c1ccc(F)cc1 (stereo unspecified)	1%	-20%	5%
O=C(OCC(=O)c1ccc[nH]1)C1=COCCO1	-11%	3%	-21%
Cc1ccc(CNC(=O)c2cnccn2)cc1	-7%	-8%	-14%
COc1ccc2[nH]c(=O)c(CN(Cc3cccs3)C(=S)NCC3CCCO3)cc2c1 (stereo unspecified)	-11%	23µM*	23µM*
C(=C\c1ccnc2ccccc12)/c1cccs1	.	?	?
O=C(CN1C(=O)c2ccccc2S1(=O)=O)NCc1c(F)cccc1F	-12%	-3%	5%
O=C1c2cccc(-c3ccc(C(F)(F)F)cc3)c2C2CC=CCN12 (stereo unspecified)	.	?	?
Cc1ccc(C(=O)NCCCNC(=O)Cc2ccc(Cl)cc2)cn1	-7%	-18%	-2%
Cc1ccsc1CN(C(=O)c1ccc(Br)cc1)C1CCS(=O)(=O)C1 (stereo unspecified)	1%	-18%	-19%
Cc1cc(C(=O)Nn2c(-c3ccc(Br)cc3)nc3ccccc3c2=O)ccc1[N+](=O)[O-]	-5%	?	29µM*
Cn1ccnc1SCc1ccc(Cl)cc1Cl	-18%	-29%	?
O=C(Nc1cc(OC(=O)C(F)(F)F)c2nonc2c1OC(=O)C(F)(F)F)C(F)(F)F	.	11µM*	10µM*
CCNC(=S)Nc1cccc(Cl)c1C	-8%	-28%	-13%
CCN(CC)CC1C(=O)N(c2ccc(OC)cc2)C1c1ccccc1 (stereo unspecified)	5%	?	-28%
Cc1ccc(-c2nc3ccccc3[nH]2)cc1N	0%	?	?
CCOc1ccc(-c2cc(NC(=O)c3c(F)cccc3F)c(C(=O)OC)s2)cc1	-10%	-3%	-7%
Cc1cccc(CSc2nc3c(cc2C#N)CCC3)c1	-3%	-19%	-9%
COc1ccc(CCN(C)C(=O)C2CCN(Cc3cccc(OC)c3OC)CC2)cc1OC	-10%	-2%	9%
CCOC(=O)C1CCCN(C(=O)/C=C/c2cccc([N+](=O)[O-])c2)C1 (stereo unspecified)	-12%	?	-21%
CCOc1cc(-c2c(C#N)c(N)nc3c2CCc2ccccc2-3)ccc1O	-4%	15µM*	18µM*
COc1cc2c(cc1OC)C(c1cccs1)N(C(=O)C(C)C)CC2 (stereo unspecified)	-6%	-26%	?
Cc1ccc(NC(=O)CCS(=O)(=O)c2ccc3nc(C)sc3c2)cc1	-1%&6%	-13%&-13%	-27%&0%
N#Cc1c(NC(=O)C2CC(c3ccccc3O)=NO2)sc2c1CCC2 (stereo unspecified)	-6%	?	-2%
Cc1ccc(-n2nc(C)c3c(C)c(CCC(=O)NC(C)c4ccccc4)c(C)nc32)cc1 (stereo unspecified)	-6%&1%	?	?
Cc1c(/C(O)=C2\C(=O)C(=O)N(CCN(C)C)C2c2ccco2)cnn1-c1ccccc1 (stereo unspecified)	-2%	1%	-4%
COc1ccc(C(N)c2csc(Nc3cc(Oc4ccccc4)ncn3)n2)cc1 (stereo unspecified)	.	23µM*	23µM*
CC12CCC(C(=O)N3CCCCC3)([C@H](Br)C1=O)C2(C)C (stereo partly specified)	-13%	-11%	-2%
CCOc1ccc(S(=O)(=O)Nc2ccc(C(=O)N(CC)CC(=O)NCc3cccs3)cc2)cc1	.	?	-20%
Cc1cccc(NC(=O)[C@H](Cc2c[nH]c3ccccc23)NC(=O)[C@@H]2Cc3ccccc3CN2)c1	-2%	?	?
CCCNC(=O)C1(C)CCCN(Cc2c(C)nn(-c3ccccc3)c2C)C1 (stereo unspecified)	.	-22%	-12%
Cc1c(C(=O)N(Cc2ccccc2)C2CCS(=O)(=O)C2)oc2ccccc12 (stereo unspecified)	?	21µM*	?
CN(CC(=O)N1CCN(c2ccc(F)cc2)CC1)S(=O)(=O)c1ccc2c(c1)c(=O)n(C)c(=O)n2C	-6%	-97%	?
COc1ccc(Cc2nnc(NC(=O)CSc3ccccc3)s2)cc1OC	-3%	?	-27%
COCCNC(=O)c1ccc(CS(=O)(=O)c2ccc(C)cc2)o1	2%	-9%	-2%
O=C(COc1ccccc1C(=O)Nc1ccccc1)Nc1ccc(Br)cc1	.	?	?
COC(=O)c1ccccc1C(=O)c1cccc2ccccc12	-5%	?	0%
COCCNC(=O)C1(C)CCN(C(=O)c2ccc(C(F)(F)F)nc2C)C1 (stereo unspecified)	.	19%	1%
Cc1onc(-c2ccccc2)c1C(=O)NC(C)CCc1ccccc1 (stereo unspecified)	1%	?	-25%
Cc1ccc(S(=O)(=O)NCc2cccnc2)s1	-6%	-8%	5%
O=C(NCCCc1ccccc1)c1cncc(Br)c1	1%	1%	-3%
CN(C)c1ccc(C2C3C(=O)NC(=O)C3ON2c2ccc(Cl)cc2)cc1 (stereo unspecified)	-2%	-13%	-26%
CCOc1ccc(N(C(=O)CNC(=O)c2ccco2)C(C(=O)NCC2CCCO2)c2ccccc2)cc1 (stereo unspecified)	-2%	-15%	2%
CCCc1nc(-c2cc3ccccc3[nH]c2=O)no1	1%	-19%	-13%
CCO[C@H]1OC(C(=O)O)=C[C@@H](c2ccccc2)[C@@H]1CCCO	.	1%	-16%
CCC(c1nnc(SCC(=O)Nc2ccc(C(=O)N(C)C)cc2)n1Cc1ccccc1)N(C)C (stereo unspecified)	0%	-9%	-20%
COc1ccc(Cn2c(SCc3ccc(C(=O)NCc4cccs4)cc3)nc3cccnc32)cc1	-9%	-79%	?
Cc1ccccc1NC(=O)NCC1CCN(c2ccc(S(=O)(=O)N3CCOCC3)cc2)CC1	-3%	21µM*	23µM*
O=C(NCc1ccccc1)c1cc(C2CCCCN2S(=O)(=O)Cc2ccccc2)on1 (stereo unspecified)	.	?	?
Continued:
SMILES	GCN5L2 inh	DT40 TDP1 no CPT	TDP1 cell CPT
Cc1nn(C)cc1/C=N/NC(=O)CSc1ccccn1	-6%	1%	8%
Cc1cccc(N2C(=O)CS(=O)(=O)C23C(=O)N(Cc2c(F)cccc2Cl)c2ccccc23)c1 (stereo unspecified)	-20%	23µM*	21µM*
CCC(=O)N1CCc2cc(CNS(=O)(=O)c3cc(OC)ccc3OC)ccc21	0%	-1%	-1%
CCc1nn(CC(=O)NCCc2ccc(OC)cc2OC)c(=O)c2cc3c(OC)cccc3n12	-6%	?	?
CCN(CC)CCN1C(=O)C(=O)/C(=C(/O)c2ccc(S(=O)(=O)N3CCOCC3)cc2)C1c1ccc(C)cc1 (stereo unspecified)	-3%	0%	4%
O=C(c1cccc([N+](=O)[O-])c1)c1ccc2c(c1)C(=O)NC2=O	-3%	-11%	?
O=C1CNC(=S)N1c1nc2ccccc2s1	-8%	0%	12%
O=C(COC(=O)c1cccc(S(=O)(=O)N2CCCCCC2)c1)Nc1ccccc1C(F)(F)F	-5%	4%	2%
O=C1CC2(CCCCC2)Oc2ccc(O)cc21	1%	-25%	-14%
COC(=O)C1=C(C)N(Cc2ccccc2)C(=NCc2ccccc2)N[C@H]1c1cccc(F)c1	0%	8.2µM*	16µM*
CN(C(=O)c1cccc(OC2CCN(S(=O)(=O)N(C)C)CC2)c1)C1CCOC1 (stereo unspecified)	-2%	25%	0%
COC(C[C@@H]1O[C@@H]1[C@H](O)[C@@H](C)OCc1ccccc1)OC	2%	6%	-14%
Cc1ccc(OC(=O)c2ccc(C)c([N+](=O)[O-])c2)cn1	-5%	-23%	-6%
CCOc1ccc(NC(=O)c2nc(S(=O)(=O)Cc3ccc(C)cc3)ncc2Cl)cc1	.	0.63µM*	0.79µM*
CC(C)Sc1nc2c(cnn2-c2ccccc2)c(=O)[nH]1	-5%	-28%	-15%
Cn1ccnc1C(=O)Cc1ccc([N+](=O)[O-])cc1	.	-23%	9%
O=C(c1cc(C2CCCCN2S(=O)(=O)c2cccs2)on1)N1CCOCC1 (stereo unspecified)	.	-5%	4%
Cc1ccc(C)c(N2CCN(C(=O)C3CCN(c4nc(-c5ccc(C(C)C)cc5)no4)CC3)CC2)c1	-6%	10µM*	?
N=C1S/C(=C\c2cn[nH]c2-c2ccc(F)cc2)C(=O)N1c1ccccc1F	-1%	?	?
CCC[C@@H]1C[C@@H](C(=O)N[C@@H]([C@H]2O[C@H](SC)[C@H](O)[C@@H](O)[C@H]2O)[C@@H](C)O)N(C)C1	1%	-3%	-13%
O=C(Nc1ccc2c(c1)oc1ccccc12)c1ccncc1	-2%	-24%	-46%
Cc1ccc(NC(=O)C2COc3ccccc3O2)cc1C (stereo unspecified)	-1%	-6%	-5%
O=C(O)c1cc(O)c2c(c1)[O][Bi][O]2	-16%	3%	1%
CC(=O)Nc1ccc(-c2ccnc3c2CC(C)(C(=O)NCCc2ccccc2)O3)cc1 (stereo unspecified)	.	-16%	?

Structural class: those above containing fluorine (11)
SMILES	GCN5L2 inh	DT40 TDP1 no CPT	TDP1 cell CPT
CCC(C)NC(=O)C1CCCCN1S(=O)(=O)c1ccc(F)cc1 (stereo unspecified)	1%	-20%	5%
O=C(CN1C(=O)c2ccccc2S1(=O)=O)NCc1c(F)cccc1F	-12%	-3%	5%
O=C1c2cccc(-c3ccc(C(F)(F)F)cc3)c2C2CC=CCN12 (stereo unspecified)	.	?	?
O=C(Nc1cc(OC(=O)C(F)(F)F)c2nonc2c1OC(=O)C(F)(F)F)C(F)(F)F	.	11µM*	10µM*
CCOc1ccc(-c2cc(NC(=O)c3c(F)cccc3F)c(C(=O)OC)s2)cc1	-10%	-3%	-7%
CN(CC(=O)N1CCN(c2ccc(F)cc2)CC1)S(=O)(=O)c1ccc2c(c1)c(=O)n(C)c(=O)n2C	-6%	-97%	?
COCCNC(=O)C1(C)CCN(C(=O)c2ccc(C(F)(F)F)nc2C)C1 (stereo unspecified)	.	19%	1%
Cc1cccc(N2C(=O)CS(=O)(=O)C23C(=O)N(Cc2c(F)cccc2Cl)c2ccccc23)c1 (stereo unspecified)	-20%	23µM*	21µM*
O=C(COC(=O)c1cccc(S(=O)(=O)N2CCCCCC2)c1)Nc1ccccc1C(F)(F)F	-5%	4%	2%
COC(=O)C1=C(C)N(Cc2ccccc2)C(=NCc2ccccc2)N[C@H]1c1cccc(F)c1	0%	8.2µM*	16µM*
N=C1S/C(=C\c2cn[nH]c2-c2ccc(F)cc2)C(=O)N1c1ccccc1F	-1%	?	?

Screens deposited in PubChem by National Center for Advancing Translational Sciences (NCATS).
